Screens (PubChem BioAssay)
NPY2 pot ag – NPY-Y2 potentiators or agonists, primary screen, cell-based. cells expressing NPY-Y2, potentiator/agonist read-out. activation, % at 3.6 µM. actives 0.45% (n = 220,000); in the data active means activation above about 27%;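 further: cells stimulated with NPY near EC25 plus isoproterenol at EC100; 0% = vehicle plus submaximal agonist and 100% = vehicle plus saturating agonist; some results beyond the cut were filed as inactive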
S1P4 antag – S1P4 receptor antagonists, primary screen, cell-based; Sphingosine 1-phosphate receptor 4 (Homo sapiens), O95977; S1P4-expressing cells, antagonist mode, reporter read-out; inhibition, % at 4.98 µM; actives 0.26% (n = 220,000); AID 1510, 2009; in the data active means inhibition above about 29%;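 further: 0% = wells stimulated with agonist and 100% = vehicle wells without agonist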
MDM2 E3 inh – MDM2-luciferase reporter signal enhancers, primary screen, MDM2 E3 ligase inhibitor project, cell-based, luminescence, 1536-well. actives 0.11% (n = 210,000). signal enhancement, % at 5 µM. E3 ubiquitin-protein ligase Mdm2 (Homo sapiens), Q00987. cell-based MDM2 ubiquitination luciferase reporter, 2 h; 0 = plate control, 100 = twice control, blank-subtracted;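 active means signal enhancement of 30% or more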;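 further: luminescence tracks abundance of the self-degrading MDM2-luciferase fusion protein; higher signal means inhibition of MDM2 E3 ligase activity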
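Timing – 2 h compound exposure at 37 °C · Assay system – mammalian cells stably expressing self-ubiquitinating, self-degrading MDM2 E3–luciferase fusion · Amount – 2000 cells seeded into each well · Measure – % luminescence enhancement versus blank-corrected plate control mean · Measured by – SteadyLite luminescence, 15 min reagent step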
Ba/F3 V617F tox – reduced viability of JAK2V617F-dependent Ba/F3 cells, primary screen, JAK2V617F inhibitor project, cell-based, Ba/F3 EpoR-JAK2V617F, luminescence. actives 1.1% (n = 220,000). inhibition, % at 5.6 µM. ATP luminescence;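 active means inhibition above the campaign mean plus 3 SD over all tested compounds, cut at about 24% in these data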;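 further: cytokine-independent growth of Ba/F3 cells driven by EpoR plus mutant JAK2; 0% = DMSO-treated cells and 100% = JAK inhibitor I control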
Wee1 stabilizer – Wee1 degradation inhibitors, primary screen, cell-based, HeLa, Wee1K328M-luciferase, luminescence. Wee1-like protein kinase (Homo sapiens), P30291. HeLa Luc-Wee1K328M stability; 100% = proteasome inhibitor MG132 effect. reporter increase, % at 5 µM. actives 1.2% (n = 220,000). AID 1321, 2008;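 active means activation above the mean of all tested compounds plus 3 SD, set per screening run, cut at about 8.8% in these data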;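 further: cells exposed to compound for 20 h before luminescence read; 0% = DMSO alone and 100% = MG132 at 30 µM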
PERK inh – block of dimerizer-induced PERK translation repression, primary screen, PERK inhibitor project, CHO PERK-DD cells, SEAP luminescence, HTS; Eukaryotic translation initiation factor 2-alpha kinase 3 (Homo sapiens), Q9NZJ5; CHO PERK-DD fusion, SEAP luminescence translation reporter; inhibition, % at 5.6 µM; actives 0.17% (n = 220,000); AID 1416, 2008;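 active means inhibition above the mean inhibition of all tested compounds plus 3 SD, set separately per screening campaign, cut at about 2.9% in these data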;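 further: PERK kinase domain activated by AP20187 dimerizer at 100 nM; 0% = DMSO with dimerizer and 100% = rapamycin at 8.4 µM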
Target sequence (Q9NZJ5 whole entry, looked up, the tested form may be a part): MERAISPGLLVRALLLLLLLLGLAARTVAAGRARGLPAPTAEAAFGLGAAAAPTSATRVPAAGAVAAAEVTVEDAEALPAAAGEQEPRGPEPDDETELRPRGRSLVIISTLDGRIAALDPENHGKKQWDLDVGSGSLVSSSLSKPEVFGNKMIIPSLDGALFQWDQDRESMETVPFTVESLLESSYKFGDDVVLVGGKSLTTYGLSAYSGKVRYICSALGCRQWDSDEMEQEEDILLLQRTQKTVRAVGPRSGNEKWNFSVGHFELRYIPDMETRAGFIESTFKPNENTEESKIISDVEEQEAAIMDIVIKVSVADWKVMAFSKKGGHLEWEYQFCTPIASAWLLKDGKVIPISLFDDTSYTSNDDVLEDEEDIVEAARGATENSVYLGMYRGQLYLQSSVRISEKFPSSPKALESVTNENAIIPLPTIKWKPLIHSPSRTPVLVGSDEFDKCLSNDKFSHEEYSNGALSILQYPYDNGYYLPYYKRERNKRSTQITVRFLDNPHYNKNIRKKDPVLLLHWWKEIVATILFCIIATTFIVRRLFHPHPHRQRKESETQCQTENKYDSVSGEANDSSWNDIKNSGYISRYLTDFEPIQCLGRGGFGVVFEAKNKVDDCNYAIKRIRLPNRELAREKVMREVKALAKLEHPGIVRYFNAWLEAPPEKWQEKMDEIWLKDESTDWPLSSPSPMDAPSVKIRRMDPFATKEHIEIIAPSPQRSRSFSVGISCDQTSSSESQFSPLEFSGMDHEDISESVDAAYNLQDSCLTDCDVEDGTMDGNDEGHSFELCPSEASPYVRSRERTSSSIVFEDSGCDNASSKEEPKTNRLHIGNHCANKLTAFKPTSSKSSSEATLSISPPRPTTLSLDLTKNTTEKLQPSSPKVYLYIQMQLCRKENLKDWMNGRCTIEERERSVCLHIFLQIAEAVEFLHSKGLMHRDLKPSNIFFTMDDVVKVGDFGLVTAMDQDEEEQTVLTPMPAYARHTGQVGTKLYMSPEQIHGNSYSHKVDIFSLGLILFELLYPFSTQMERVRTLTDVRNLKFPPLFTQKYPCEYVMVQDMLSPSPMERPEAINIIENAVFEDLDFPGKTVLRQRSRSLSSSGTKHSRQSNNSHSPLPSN
BaF3 parental – parental Ba/F3 cell viability inhibition, counter-screen for JAK2V617F inhibitor project, murine pro-B, CellTiter-Glo luminescence. CellTiter-Glo ATP luminescence. inhibition, % at 5.6 µM. actives 1.1% (n = 220,000);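 active means inhibition above a per-campaign cutoff, the mean inhibition of all tested compounds plus 3 SD, cut at about 27% in these data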;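 further: 0% = DMSO wells and 100% = JAK Inhibitor I control wells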
S1P4 ag – S1P4 receptor agonists, primary screen, cell-based | Sphingosine 1-phosphate receptor 4 (Homo sapiens), O95977 | S1P4-expressing cell line, agonist reporter assay | activation, % at 4.98 µM | actives 0.35% (n = 220,000) | AID 1509, 2009; in the data active means activation above about 11%;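 further: 0% = DMSO vehicle and 100% = reference agonist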
eIF4E 4G PPI – eIF4E–eIF4G protein interaction inhibitors, primary screen, biochemical, uHTS, TR-FRET, eIF4GI fragment; inhibition, % at 21.7 µM; TR-FRET eIF4E-eIF4GI(517-606) binding, 2 h; actives 0.37% (n = 220,000); Eukaryotic translation initiation factor 4E (Mus musculus) + Eukaryotic translation …;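 active means inhibition above about 30%, limit read from the data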;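 further: 0% = full FRET control wells and 100% = background wells lacking eIF4GI fragment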
Active calls of the source: *; / = no result given; & = joins results of further samples; [ ] = dose if it differs, or a comment.

SMILES	NPY2 pot ag	S1P4 antag	MDM2 E3 inh	Ba/F3 V617F tox	Wee1 stabilizer	PERK inh	BaF3 parental	S1P4 ag	eIF4E 4G PPI
CCCCCCC(=O)N1CCN(c2cc3c(cc2F)c(=O)c(C(=O)O)cn3CC)CC1	-3	-16	/	-3	0	-0.8	1	-2.5	/
CCOC(=O)CSc1nnc(CSc2nc3sc4c(c3c(=O)[nH]2)CCCC4)n1-c1ccccc1	-24	-14	-15	-3	2	0.5	-2	-0.2	19
O=C(OCC(=O)N1CCc2ccccc21)c1ccc[n+]([O-])c1	-10	-10	-6	-2	-2	0.0	5	1.0	-1
O=C(c1cccs1)N1N=C(c2ccccc2)CC1c1ccccc1O (centres undefined)	-13	-5	0	-1	0	0.5	7	-1.1	3
CC(C)(C)C(=O)Cn1nc(Cl)nc1Cl	-3	-6	-10	-3	0	0.3	5	1.0	1
COC(=O)C1=C(C)N(CCc2ccc(OC)cc2)C(=O)C1	1	-4	-6	-1	4	-0.7	-2	-0.9	-4
CC(C)CCSc1nc2c(c(=O)[nH]c(=O)n2C)n1CCCc1ccccc1	-14	6	-6	0	1	0.5	4	-5.3	-4
CCOC(=O)C1CSC(CC(=O)Nc2ccc(Cl)cc2)C(=O)N1 (centres undefined)	21	-2	-10	-2	4	2.0	5	-3.9	7
CC1=CC(C)(C)[N+](C)=CN1c1ccccc1	-1	-8	-6	18	-2	1.7	17	33*	2
CCc1ccc(NC(=S)N(CCN2CCOCC2)Cc2ccccc2F)cc1	11	-5	-13	-5	0	0.1	-1	-0.1	0
O=C(O)c1ccc2nc(C(F)(F)F)[nH]c2c1	10	-5	2	-2	4	0.5	5	2.5	2
Nc1cccc(-n2cccc2)c1	-5	-6	-7	-6	0	1.1	2	1.6	-1

Ordered by heavy-atom count (lowest first): part of the list above.
SMILES	NPY2 pot ag	S1P4 antag	MDM2 E3 inh	Ba/F3 V617F tox	Wee1 stabilizer	PERK inh	BaF3 parental	S1P4 ag	eIF4E 4G PPI
Nc1cccc(-n2cccc2)c1	-5	-6	-7	-6	0	1.1	2	1.6	-1
CC1=CC(C)(C)[N+](C)=CN1c1ccccc1	-1	-8	-6	18	-2	1.7	17	33*	2
COC(=O)C1=C(C)N(CCc2ccc(OC)cc2)C(=O)C1	1	-4	-6	-1	4	-0.7	-2	-0.9	-4

Continuation:
SMILES	NPY2 pot ag	S1P4 antag	MDM2 E3 inh	Ba/F3 V617F tox	Wee1 stabilizer	PERK inh	BaF3 parental	S1P4 ag	eIF4E 4G PPI
Cc1nn(-c2ccccc2)c(/N=C/c2ccccc2O)c1-c1ccccc1	23	-23	-1	0	1	0.4	7	-0.9	8
Fc1ccc(C2=Nn3c(Cc4ccccc4F)nnc3SC2)cc1	-19	2	13	0	-2	0.2	9	-1.6	1
COc1ccc(NC(=O)c2c(F)c(F)c(F)c(F)c2F)cc1Cl	-21	-22	-16	-2	-2	0.5	2	-0.3	-2
COc1ccc(N=Nc2[nH]c3ccc(C)cc3c2O)cc1	9	-6	13	-5	2	0.9	5	-0.7	11
CCOc1ccc(-c2n[nH]c(C)c2Oc2ccc(OC)cc2)c(O)c1	-14	-7	-17	1	6	0.7	10	0.2	-4
COCC(=O)N(Cc1cc2cc(OC)ccc2[nH]c1=O)c1ccccc1OC	10	0	-13	2	-1	0.2	3	1.3	7
COc1cc2ncc(C(=O)c3ccccc3)c(N3CCN(Cc4ccccc4)CC3)c2cc1OC	-58	5	3	0	-1	-2.4	0	-0.9	-3
CCOC(=O)c1c(CN2CCOCC2)n(C)c2cc(Br)c(O)c(CN(C)C)c12	-9&10	-14&-26	-3&-22	4&-1	-3&-1	-1.3&-0.4	7&3	-0.5&-2.0	8&-6
CCNc1ccc(S(=O)(=O)N(C)C)cc1NCC(=O)Nc1ccc(F)c(Cl)c1	4	-9	9	-1	-2	-1.0	3	-0.3	-4
CCn1c(=O)c([N+](=O)[O-])c(NC2CCS(=O)(=O)C2)c2ccccc21 (centres undefined)	-15	6	-4	-5	0	1.6	4	2.6	2
CC(C)Nc1nc(NC(C)C)nc(N(C)n2cnnc2)n1	-7	2	-9	-1	1	2.5	4	-2.3	8[fluorescence artefact?]
O=C1/C(=C/c2ccc([N+](=O)[O-])cc2)CCc2ccccc21	-5	3	/	-3	8	1.5	-4	0.3	-4
O=C(O)C1(P(=O)(c2ccc(Cl)cc2)c2ccc(Cl)cc2)CCCC1	14	-10	-2	-1	1	1.8	3	0.3	-1
COc1ccc(/C=N/NC(=O)C(=O)NCc2cccnc2)cc1	-6	-4	-16	5	1	-0.1	10	-1.3	3
Cc1ccc(-c2noc(CCC(=O)NCc3ccco3)n2)cc1	-1	0	-19	-4	-3	0.6	0	-0.8	-6
CCC(=O)OCC(=O)Nc1cc([N+](=O)[O-])ccc1Cl	6	0	0	0	-1	-0.3	4	0.4	0
Nc1nnc(CCc2ccccc2)s1	-24	-4	-9	4	-4	-0.4	0	-0.5	-1
Cc1ccc(-n2ncc3c(NCCCN4CCCC4=O)ncnc32)c(C)c1	4	6	-15	1	6	0.5	47*	4.7	4
O=C(NCc1ccccc1)NC1(C(=O)N2CCCC2)CCCCC1	7	0	-14	-1	-2	1.3	3	-0.2	-4
COc1cc(OC)cc(C(=O)NCC(=O)OCC(=O)c2ccc3c(c2)-c2ccccc2C3)c1	5	-12	-6	-4	-4	0.6	3	-0.2	0
O=C(CCC(=O)Nc1ccc(Cl)cc1Cl)NNC(=O)[C@@H]1CCCC[C@@H]1C(=O)O	12	-9	-16	6	-2	-0.2	3	-3.2	5
CCOC(=O)C1=C(C)N(Cc2ccccc2)C(=O)NC1c1ccc(OC)cc1 (centres undefined)	-1	-13	-7	-2	-3	-0.3	5	1.3	0
O=c1c2nccnc2[nH]c(=S)n1Cc1ccccc1Cl	12	6	9	-1	2	-0.5	4	1.7	0
COC(=O)c1cc(=O)n(Cc2cccs2)c(=Nc2ccccc2)s1	13	9	-12	-5	2	0.2	4	2.1	2
C=C1N(C)c2cc([N+](=O)[O-])c(N)cc2C1(C)C	14	-6	-16	7	-1	0.0	13	1.5	11
CCCCCCNC(=O)Cc1nc2nc(C)cc(C)n2n1	-12	-10	8	0	-1	0.8	2	-0.5	1
O=C(Nc1ccccc1N1CCN(C(=O)c2ccc(Cl)cc2)CC1)c1cccnc1	-1	-2	-4	-1	-2	-1.1	3	-1.4	-3[fluorescence artefact?]
COC(=O)C1CCCN1C(=O)c1cccs1 (centres undefined)	-3	11	-10	-4	-2	1.3	1	0.4	-2
CC(C)(C)OC(=O)NCCc1nnc(SCC(N)=O)o1	-2	4	-14	-2	0	2.0	2	1.1	9
Cc1ccc(C)c(NS(=O)(=O)c2cc(C(=O)N3CCc4ccccc4C3)ccc2Cl)c1	-7	-7	-4	7	-1	-1.3	3	1.3	4
CCOc1cc2[nH]c(=S)n(C3CCN(Cc4ccccc4)CC3)c(=O)c2cc1OCC	6	5	-12	1	1	0.2	7	0.1	1
COC(=O)CSc1nc2c(c(=O)[nH]c(=O)n2C)n1CCC(C)C	-7	-8	-13	-4	6	0.8	1	0.3	1
Cc1cc(=O)n2[nH]c(NCc3c(F)cccc3Cl)nc2n1	-12	-6	-14	0	-1	0.9	6	-0.3	0
COc1ccccc1N1CCN(C(=O)c2cc(-c3ccc(Cl)cc3)on2)CC1	-10	-3	-22	-5	-2	2.0	0	-1.0	1
Cc1nnc(SCC(=O)Nc2ncc(Cl)cc2Cl)n1Cc1ccccc1	-7	-16	-9	-1	1	-0.8	8	-1.3	-1
Cc1ccccc1NC(=O)CN1C(=O)N/C(=C\c2cccn2-c2cccc(C(=O)O)c2)C1=O	4	7	-3	1	-3	0.5	7	-0.9	16
COc1ccccc1NC(=S)NC(NC(=O)C(C)C)C(Cl)(Cl)Cl (centres undefined)	2	-12	-10	-2	6	1.1	1	0.4	3
Cc1ccc(S(=O)(=O)N(c2ccccc2)C2CCS(=O)(=O)C2)cc1 (centres undefined)	-7	-4	1	-1	2	-0.1	2	1.5	5[fluorescence artefact?]
CCOc1cc(N2CCOCC2)c(OCC)cc1NC(=O)COC(=O)CCc1c[nH]c2ccccc12	-4	-7	-6	-5	0	0.7	3	1.2	3
O=C(NCCC1=CCCCC1)C1CCN(S(=O)(=O)c2cccc3nsnc23)CC1	13	-27	/	-3	-1	1.0	1	-2.5	3
CCOC(=O)C1CCN(S(=O)(=O)c2ccc(Cl)nc2)CC1	7	-8	-7	-6	6	0.7	2	-0.8	0
COCCCN1CCN(C2Cc3ccccc3Sc3ccc(Cl)cc32)CC1 (centres undefined)	-33	29*	-12	2	2	-1.6	8	0.4	2
COc1ccc(C(=O)NCC(=O)OCC(=O)Nc2c(C)n(C)n(-c3ccccc3)c2=O)cc1	7	-7	-9	1	-1	1.6	4	104*	-9
COc1cccc(/C(C)=N/NC(=O)c2cc(-c3cccnc3)nc3ccccc23)c1	3	-13	/	-1	0	-0.8	1	0.6	-2[fluorescence artefact?]

Grouped by structure: those above containing an NH in an aromatic ring.
SMILES	NPY2 pot ag	S1P4 antag	MDM2 E3 inh	Ba/F3 V617F tox	Wee1 stabilizer	PERK inh	BaF3 parental	S1P4 ag	eIF4E 4G PPI
CCOC(=O)CSc1nnc(CSc2nc3sc4c(c3c(=O)[nH]2)CCCC4)n1-c1ccccc1	-24	-14	-15	-3	2	0.5	-2	-0.2	19
CC(C)CCSc1nc2c(c(=O)[nH]c(=O)n2C)n1CCCc1ccccc1	-14	6	-6	0	1	0.5	4	-5.3	-4
O=C(O)c1ccc2nc(C(F)(F)F)[nH]c2c1	10	-5	2	-2	4	0.5	5	2.5	2
COc1ccc(N=Nc2[nH]c3ccc(C)cc3c2O)cc1	9	-6	13	-5	2	0.9	5	-0.7	11
CCOc1ccc(-c2n[nH]c(C)c2Oc2ccc(OC)cc2)c(O)c1	-14	-7	-17	1	6	0.7	10	0.2	-4
COCC(=O)N(Cc1cc2cc(OC)ccc2[nH]c1=O)c1ccccc1OC	10	0	-13	2	-1	0.2	3	1.3	7
O=c1c2nccnc2[nH]c(=S)n1Cc1ccccc1Cl	12	6	9	-1	2	-0.5	4	1.7	0
CCOc1cc2[nH]c(=S)n(C3CCN(Cc4ccccc4)CC3)c(=O)c2cc1OCC	6	5	-12	1	1	0.2	7	0.1	1
COC(=O)CSc1nc2c(c(=O)[nH]c(=O)n2C)n1CCC(C)C	-7	-8	-13	-4	6	0.8	1	0.3	1
Cc1cc(=O)n2[nH]c(NCc3c(F)cccc3Cl)nc2n1	-12	-6	-14	0	-1	0.9	6	-0.3	0
CCOc1cc(N2CCOCC2)c(OCC)cc1NC(=O)COC(=O)CCc1c[nH]c2ccccc12	-4	-7	-6	-5	0	0.7	3	1.2	3
